Jurkat NFkB inh = inhibitors of the PMA/ionomycin-induced NF-kB reporter in Jurkat cells; inhibition, % at 4 µM; PMA/ionomycin-induced NF-kB luciferase reporter, luminescence; hit rate 0.53% among 330,000; in the data active means inhibition above about 50%
Mdm2 MdmX PPI = human Mdm2/MdmX binding inhibition; O15151+Q00987; SaOS-2 split-luciferase Mdm2/MdmX complementation, luminescence; inhibition, % at 8 µM; hit rate 3% among 330,000; AID 485346;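 active means inhibition of at least 50% at 8 µM in the primary screen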
Target sequence (O15151 whole entry, looked up): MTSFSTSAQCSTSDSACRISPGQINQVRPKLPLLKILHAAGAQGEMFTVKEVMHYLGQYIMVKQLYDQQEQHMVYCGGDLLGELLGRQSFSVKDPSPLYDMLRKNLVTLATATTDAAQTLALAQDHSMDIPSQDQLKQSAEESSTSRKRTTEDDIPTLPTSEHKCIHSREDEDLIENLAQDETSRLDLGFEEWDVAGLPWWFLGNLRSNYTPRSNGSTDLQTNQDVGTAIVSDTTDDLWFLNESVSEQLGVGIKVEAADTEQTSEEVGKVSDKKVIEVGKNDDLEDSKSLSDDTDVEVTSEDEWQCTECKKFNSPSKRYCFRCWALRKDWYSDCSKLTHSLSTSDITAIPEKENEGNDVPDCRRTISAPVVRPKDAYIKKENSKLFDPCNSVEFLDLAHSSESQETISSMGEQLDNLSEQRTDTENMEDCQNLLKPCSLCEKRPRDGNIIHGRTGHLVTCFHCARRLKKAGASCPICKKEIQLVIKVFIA
Target sequence (Q00987 whole entry, looked up): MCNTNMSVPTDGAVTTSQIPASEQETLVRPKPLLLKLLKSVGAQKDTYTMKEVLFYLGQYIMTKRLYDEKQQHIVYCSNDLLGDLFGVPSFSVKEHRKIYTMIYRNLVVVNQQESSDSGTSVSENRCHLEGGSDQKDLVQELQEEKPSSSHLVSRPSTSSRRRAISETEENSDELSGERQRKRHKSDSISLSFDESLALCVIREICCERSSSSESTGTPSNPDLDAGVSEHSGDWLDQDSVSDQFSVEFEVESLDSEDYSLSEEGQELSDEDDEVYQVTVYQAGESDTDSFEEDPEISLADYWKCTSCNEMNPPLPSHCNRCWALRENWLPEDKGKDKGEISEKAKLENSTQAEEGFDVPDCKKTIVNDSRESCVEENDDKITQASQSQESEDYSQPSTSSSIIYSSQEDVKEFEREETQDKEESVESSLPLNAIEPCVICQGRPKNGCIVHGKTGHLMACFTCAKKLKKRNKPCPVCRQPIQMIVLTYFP
APJ ag = agonists of human APJ apelin receptor; P35414; AID 2520; CHO-K1 APJ PathHunter beta-arrestin, luminescence; 0% DMSO wells, 100% apelin; hit rate 0.11% among 330,000; activation, % at 20 µM;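 active means activation more than six SD over the plate average, tested at 20 µM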;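 further: 0% = DMSO alone and 100% = apelin-13 at 10 nM; some results filed as inactive read as strong as hits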
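assay system = CHO-K1 APJ beta-arrestin complementation cell line | input = cell density 1000 per well | dosing = compound 20 µM once, DMSO 1% | timing = compound 90 min 25 °C, reagent 1 h | measured by = luminescence from split beta-galactosidase complementation, Galacton Star/Emerald II substrate | read-out basis = APJ agonist activity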
APJ antagonist = antagonists of human APJ apelin receptor; P35414; CHO-K1 APJ beta-arrestin complementation, luminescence; inhibition, % at 20 µM; hit rate 0.32% among 330,000; AID 2521;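 active means inhibition above about 40% at 20 µM, limit read from the data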;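 further: cells challenged with 10 nM apelin-13 agonist together with compound; plate controls were apelin-13 plus DMSO wells for no effect and DMSO wells lacking apelin-13 for full effect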
697 NFkB inh = inhibitors of the PMA/ionomycin-induced NF-kB reporter in 697 B cells. inhibition, % at 4 µM. AID 435022. hit rate 0.33% among 330,000. 697 B-cell NF-kB luciferase reporter, 16 h; in the data active means inhibition above about 35%
tim23-1 inh = growth inhibitors of tim23-1 mutant yeast; S. cerevisiae tim23-1 growth, BacTiter-Glo luminescence, 24 h; inhibition, % at 20 µM; hit rate 1.3% among 330,000; AID 463212;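 active means growth inhibition of the mutant yeast at or above 50%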;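 further: temperature-sensitive mutant grown at 25 °C; plate controls were DMSO-treated mutant yeast for no effect and medium wells lacking yeast for full effect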
UPR CHOP act = activators of apoptotic arm of unfolded protein response (CHOP). activation, % at 10 µM. CHO-CHOP luciferase reporter, UPR activation, luminescence; percent of tunicamycin response over DMSO baseline. hit rate 0.34% among 330,000. AID 449763;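 active means at 10 µM dose, activation of 40% or more, normalized to positive control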;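 further: 100% = tunicamycin at 10 µg/mL and 0% = DMSO alone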
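Test system: CHO-CHOP cells, stable luciferase reporter of PERK-eIF2a-CHOP signalling | Quantity: 500 CHO-CHOP cells per well | Buffer or medium: F12 plus 10% serum | Compound dosing: 10 µM single point, 0.5% DMSO | Schedule: 6 h compound treatment, 37 °C | Signal: Luciferase luminescence | Control set: Tunicamycin high control, DMSO low control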
XBP1 UPR activ = adaptive UPR (XBP1) activation; AID 463104; activation, % at 20 µM; hit rate 0.33% among 330,000; CHO-XBP1 luciferase reporter, IRE1-XBP1 UPR activation, luminescence; percent of tunicamycin response, DMSO as zero;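 active means versus positive control, 20 µM dose yields 30% or more activation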;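 further: 100% = tunicamycin at 10 µg/mL and 0% = DMSO only wells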
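Material: CHO-XBP1 cells stably carrying IRE1-XBP1-driven luciferase reporter | Medium: F12 with 10% serum | Compound dosing: 20 µM single concentration, DMSO 1% | Incubation: Overnight seeding at 37 °C, 6 h compound treatment at 37 °C | Detection: Steady-Glo luminescence read | Read-out basis: % activation of reporter signal versus tunicamycin and DMSO controls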
Active calls of the source: *. Compounds were not picked by outcome. Share with any hit: about 5%.

1) CCCOc1ccc(C(=O)Nc2ccc(S(=O)(=O)Nc3onc(C)c3C)cc2)cc1
2) CCOc1cc(-c2nc(-c3ccc(C)nc3OCC)no2)cc(OCC)c1OCC
3) CC(=O)c1ccc(OC(=O)c2cc3ccccc3oc2=O)cc1
4) CC(C)(C)c1ccc(SCC(N)=O)cc1
5) COC(=O)c1ccc2nccnc2c1
6) CCOc1cccc(C2C(C(=O)c3ccco3)=C(O)C(=O)N2c2nnc(C)s2)c1 (centres undefined)
7) COc1ccc(Cn2c(=O)[nH]c3cc(C(=O)NC4CCN(Cc5ccccc5)CC4)ccc32)cc1
8) O=C(CC1(O)C(=O)N(CCc2ccccc2)c2ccccc21)c1ccco1 (centres undefined)
9) COC(=O)CCCC1=CC2=C(c3ccccc3)C(=O)C(C)(OC(=O)C3CCCC3)C(=O)C2=CN1CCc1c[nH]c2ccccc12 (centres undefined)
10) CC(C)(C)OC(=O)C[C@@H]1C/C=C\C[C@@H](CC(=O)N(CCO)Cc2ccccc2)C(=O)NCCOC1=O

Assay by compound	1	2	3	4	5	6	7	8	9	10
Jurkat NFkB inh	-6	14	3	7	17	-12	49	-1	21	10
Mdm2 MdmX PPI	12	28	24	-7	28	-37	24	25	4	-23
APJ ag	-3	-2	-3	3	-1	3	-3	-3	3	-2
APJ antagonist	-1	-12	20	-4	10	6	-2	4	-34	3
697 NFkB inh	11	-14	-1	14	-8	-38	-13	25	7	-16
tim23-1 inh	5	-4	-3	10	5	9	2	9	20	1
UPR CHOP act	1.0	-0.8	-1.0	-1.1	-1.9	1.7	0.6	-0.8	0.7	1.7
XBP1 UPR activ	-2	1	0	-1	-1	3	2	-3	2	-1

11) O=C(Nc1ccc(OC(F)F)cc1)c1ccccn1
12) CCc1ccc(NC(=O)CNCc2ccc(OC)c(OC)c2)cc1
13) COCCn1c(Cc2ccccc2)nnc1SCC(=O)NC1CC1
14) CCOC(=O)C1CCN(S(=O)(=O)c2ccc(-c3nc4ccccc4s3)s2)CC1
15) COc1ccc(Nc2nc(CC(C)=O)ns2)cc1
16) Cc1cccc(NC(=O)COc2ccccc2C(=O)NC(C)c2ccccc2)c1 (centres undefined)
17) CCOC(=O)C(=CNc1ccc(C)cc1C)C(=O)OCC
18) Cc1ccc(S(=O)(=O)NCC(=O)N(c2ccccc2)C(C(=O)NCc2ccccc2)c2ccco2)cc1 (centres undefined)
19) COc1ccc(-c2csc(NC(=O)Cc3ccccc3)n2)cc1OC
20) Cc1ccc(O)c(N=Cc2cc(Cc3ccccc3)cc([N+](=O)[O-])c2O)c1

Assay by compound	11	12	13	14	15	16	17	18	19	20
Jurkat NFkB inh	2	-26	-13	-42	-29	-12	-1	12	0	-2
Mdm2 MdmX PPI	-7	3	17	-17	0	28	-19	-26	25	8
APJ ag	-1	-1	-1	5	-2	0	-1	3	5	-1
APJ antagonist	9	-5	0	7	3	-8	-8	14	-32	-13
697 NFkB inh	2	-5	11	-35	-39	1	28	-25	3	-23
tim23-1 inh	4	23	16	3	9	32	19	12	-5	51*
UPR CHOP act	0.0	-0.9	3.0	3.3	1.3	-0.5	3.6	3.9	1.6	-1.8
XBP1 UPR activ	-2	-2	2	7	2	-6	5	-2	-3	-2

Single entries from the entries so far.
For Jurkat NFkB inh, no. 13 reads -13
For APJ ag, no. 12 reads -1

(next part)
21) CC(C)NC(=S)NC(=O)/C=C/c1ccc(F)cc1
22) COC(=O)c1ccc(NC(=O)CN2C(=O)C3C4C=CC(C4)C3C2=O)cc1 (centres undefined)
23) O=C(COC(=O)COc1ccccc1)Nc1ccc(Br)cc1Br
24) COc1ccccc1C(=O)COC(=O)c1cc(=O)[nH]c2ccccc12
25) COc1ccc(C(=O)/C=C(\C)Nc2ccc3c(c2)OCO3)cc1
26) O=C(O)CCC(=O)N1CCc2cc(S(=O)(=O)N3CCC(Cc4ccccc4)CC3)ccc21
27) Cc1ccc(S(=O)(=O)c2cc3ccccc3oc2=Nc2ccc3c(c2)OCCO3)cc1
28) CC(C)COc1ccc(-c2nn(-c3ccccc3)cc2C(=O)Nc2nccs2)cc1

Assay by compound	21	22	23	24	25	26	27	28
Jurkat NFkB inh	-2	-4	5	-2	-40	2	8	-9
Mdm2 MdmX PPI	21	-7	9	5	-65	14	10	26
APJ ag	0	-6	1	3	-3	-5	2	-1
APJ antagonist	-40	0	3	2	12	10	12	-3
697 NFkB inh	-8	15	9	-22	-40	-4	-26	-16
tim23-1 inh	41	6	-3	-3	13	0	-6	-7
UPR CHOP act	1.2	-1.4	-1.8	5.5	2.3	2.7	0.0	0.8
XBP1 UPR activ	-1	0	-1	1	3	-3	-2	-1

Structures shown so far that have an aryl methoxy group:
7) COc1ccc(Cn2c(=O)[nH]c3cc(C(=O)NC4CCN(Cc5ccccc5)CC4)ccc32)cc1
12) CCc1ccc(NC(=O)CNCc2ccc(OC)c(OC)c2)cc1
15) COc1ccc(Nc2nc(CC(C)=O)ns2)cc1
19) COc1ccc(-c2csc(NC(=O)Cc3ccccc3)n2)cc1OC
24) COc1ccccc1C(=O)COC(=O)c1cc(=O)[nH]c2ccccc12
25) COc1ccc(C(=O)/C=C(\C)Nc2ccc3c(c2)OCO3)cc1

Assay by compound	7	12	15	19	24	25
Jurkat NFkB inh	49	-26	-29	0	-2	-40
Mdm2 MdmX PPI	24	3	0	25	5	-65
APJ ag	-3	-1	-2	5	3	-3
APJ antagonist	-2	-5	3	-32	2	12
697 NFkB inh	-13	-5	-39	3	-22	-40
tim23-1 inh	2	23	9	-5	-3	13
UPR CHOP act	0.6	-0.9	1.3	1.6	5.5	2.3
XBP1 UPR activ	2	-2	2	-3	1	3
